# GLP-1R inv ag = GLP-1 receptor (human) inverse agonism; Potency, µM (highest dose often 38.3 µM), for the others: at the top dose activity change, negative = inhibition, hits mostly inhibitors; P43220; actives 1.6% (n = 410,000); HEK293 GLP-1R CRE-luciferase, luminescence, 24 h; GLP-1R form is constitutively active; AID 624417; note: potency is the fitted concentration of half-maximal effect; % is set by controls: 0 for no effect and ±100 for the full control effect; nearly all actives have a fitted effect of over 55% in size
#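 HEK293 cells stably co-expressing constitutively active GLP-1R and a cAMP-responsive luciferase reporter were seeded in DMEM with 10% Nu serum, given compounds after 12 h, and incubated 24 h at 37 deg C. Luminescence was then read.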
# GLP1R ag = agonists of human GLP-1 receptor; P43220; HEK293 GLP-1R CRE-luciferase, luminescence, 4-6 h; cells express a hypersensitive GLP-1R form; Potency, µM (doses to about 45.6 µM), without a hit: at the highest dose activation, usual class: activators; actives 0.007% (n = 380,000); note: potency is the fitted concentration of half-maximal effect; % of control where 0% means no effect
# D3 ag = agonists of human D3 dopamine receptor. P35462. D3R DiscoveRx beta-arrestin cells, luminescence, 90 min. max activation, %. actives 0.58% (n = 410,000). AID 652048; in the data active = max activation above about 30%; note: 0% is about no effect; mostly tested at two doses, the higher about 12 µM
#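 Agonist-mode cell screen: cells plated at 1500/well and incubated overnight at 37 °C, then exposed to library compounds for 90 min at 37 °C. Detection reagent was added for 30–60 min at room temperature, and luminescence was read.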
# PLK1 PBD inh = PLK1 (human) polo-box domain binding inhibition; P53350; Plk1 PBD binding of FITC phosphopeptide, fluorescence polarization; Potency, µM, for inactives: max response, negative = inhibition, hits mostly inhibitors; actives 2.8% (n = 360,000); AID 720504; note: potency is the fitted concentration of half-maximal effect; series mostly up to about 57 µM; % is set by controls: 0 for no effect and ±100 for the full control effect; nearly all actives have a fitted effect of over 65% in size
# PI5P4K alpha inh = PI5P4K alpha (human) kinase inhibition. AID 652105. max response, %. PI5P4Kalpha enzyme, ADP-Glo luminescence, 60 min; stronger effect = lower value. actives 1.2% (n = 330,000). P48426; active = max response of -50% or lower; inconclusive = between -30% and -50%; inactive = -30% or higher; note: value at the top dose of about 77 µM; % is set by controls: 0 for no effect and ±100 for the full control effect
#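 Enzyme plus substrate dispensed, test compounds pinned in, then ATP (5 microM final) added. After 60 min at RT, ADP-Glo reagent 1 for 45 min and reagent 2 for 30 min preceded luminescence imaging.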
# WRN inhibitor = blocks human WRN helicase | AID 651768 | WRN helicase unwinding, fluorescent forked duplex, kinetic | Q14191 | Potency, µM (titrated, usually from 114 µM), without a hit: top-dose activity change, negative = inhibition, usual class: inhibitors | actives 0.46% (n = 360,000); note: potency is the fitted concentration of half-maximal effect; % is set by controls: 0 for no effect and ±100 for the full control effect; nearly all actives have a fitted effect of over 55% in size
#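 Primary qHTS, 1536-well format. 20 nM WRN + compound, 15 min RT; start with 100 nM forked fluorophore/quencher duplex, 2 mM ATP (final); kinetic read ex 525/em 598 nm.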
# IL2 activator = activators of IL-2; IL-2 activation reporter assay, cell-based qHTS; stimulated with anti-CD3/CD4/CD28 beads; in transgenic mouse T cells; activation, % (series mostly up to about 46 µM); actives 0.065% (n = 360,000); AID 652025; in the data active = activation above about 50%; inconclusive = mostly about 30% to 49%; note: 0% is about no effect
#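 Unstimulated transgenic mouse T cells preincubated 60 min with compound, then stimulated with anti-CD3/anti-CD4-coated beads plus anti-CD28 for 18 h at 37 degrees C. IL-2 response read as EGFP and DsRed fluorescence by plate cytometry.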
# DRD3 antagonist = D3 dopamine receptor (human) antagonism. P35462. D3R cells, DiscoveRx beta-arrestin luminescence, antagonist mode; stronger effect = lower value. max response, negative = inhibition, %. actives 2.5% (n = 360,000); in the data active = max response below about -50%; inconclusive = no clear call, values can overlap the other calls; note: % is set by controls: 0 for no effect and ±100 for the full control effect; mostly tested at two doses, the higher about 12 µM
#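 Cells expressing the human receptor were seeded at 1500 cells/well, incubated overnight at 37 degrees C in 5% CO2, then exposed to library compounds with dopamine controls for 90 minutes at 37 degrees C before luminescent detection.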
# HEK293 tox = cytotoxicity counter-screen for GLP-1 receptor inverse agonists; HEK293 cAMP-luciferase reporter cells, luminescence, 24 h; Potency, µM (titrated, usually from 38.3 µM), for inactives: at the highest dose activity change, negative = inhibition, usual class: inhibitors; actives 0.13% (n = 410,000);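 note: loss of luciferase light is scored as toxicity; potency is the fitted concentration of half-maximal effect; % is set by controls: 0 for no effect and ±100 for the full control effect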
#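 Step one: seed cells (200 cells/uL, DMEM with 10% Nu serum, 1% pen-strep). Step two: 12-hour incubation at 37 deg C. Step three: pin 23 nL compound, incubate 24 hr. Step four: add luciferase reagent, read luminescence 12 min later.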
# An asterisk follows results filed as active; ? = inconclusive; . = no result given; [ ] = dose if it differs, or a comment. Unless noted, calls come from the whole dose curve; as a rule, active = well fitted curve in the direction sought with a large enough effect; inconclusive = small, poorly fitted or top-dose-only effect, or another doubt; inactive = no such curve, though single readings can be large; an effect the other way counts as inactive or inconclusive.
[1] CCOc1ccc(NC(=O)CN(C)CC(=O)NC2CCCc3ccccc32)cc1OCC (stereo unspecified)
[2] C/C(=N\NC(=S)NCc1ccccc1)c1ccccc1
[3] CCNC(=O)CON=C1c2ccccc2-c2ccccc21
[4] Oc1cccc(CN2CCN(c3ncc(Cc4ccccc4)cn3)CC2)c1
[5] Fc1ccccc1CSc1nc2ncc(Br)cc2[nH]1
[6] Cc1ccc(C)c(-c2nnc(NC(=O)Cc3ccccc3)o2)c1
[7] Cc1cc(C)n(C(=O)/C=C/c2cccs2)n1
[8] Cc1ccc(CNc2nc3ccccc3n2C)cc1
Compound,1,2,3,4,5,6,7,8
GLP-1R inv ag,3%,?,?,?,7%,12%,-14%,?
GLP1R ag,0%,?,?,.,-9%,-7%,20%,-5%
D3 ag,4,-3,-12,-11,-1,6,2,-4
PLK1 PBD inh,-20%,-21%,-9%,-2%,-9%,-4%,-6%,-1%
PI5P4K alpha inh,0,-1,24,-12,-2,5,1,-4
WRN inhibitor,-1%,-6%,22%,0%,-9%,6%,-16%,-12%
IL2 activator,-1.0,-2.4,-2.4,-0.4,0.4,-1.1,0.9,-1.8
DRD3 antagonist,5,-28,-9,?,0,13,-3,16
HEK293 tox,-11%,?,-12%,-7%,-10%,1%,4%,10%

[9] COc1ccc(/C=N\NC(=S)SCN2C(=O)C3CCC(C)(C2=O)C3(C)C)cc1 (stereo unspecified)
[10] Nc1cc(=O)nc(SCC(=O)NCc2ccccc2)n1CCc1ccccc1
[11] COc1ccc(Cc2nn3c(-c4cc(OC)c(OC)c(OC)c4)nnc3s2)cc1
[12] CC(C)(C)c1ccc(C(=O)NCC(=O)N/N=C/c2cccs2)cc1
[13] Cc1nc2sc3c(c2c(=O)o1)CCCC3
[14] Cn1ccsc1=NC(=O)c1cc(S(=O)(=O)N2CCOCC2)ccc1F
[15] O=C(N/N=C1/CCS(=O)(=O)c2ccc(F)cc21)c1cccnc1
[16] CC[C@H](C)[C@@H]1NC(=O)c2cc([N+](=O)[O-])cc(F)c2OCC[C@@H](C(N)=O)NC(=O)[C@H](CCCCN)NC1=O
Compound,9,10,11,12,13,14,15,16
GLP-1R inv ag,?,11%,0%,?,5%,21%,16%,3%
GLP1R ag,-6%,-18%,?,7%,-5%,0%,-5%,-3%
D3 ag,1,3,3,-3,-2,4,2,2
PLK1 PBD inh,?,1%,24µM*,-14%,-22%,0%,8%,0%
PI5P4K alpha inh,-20,-1,-20,-4,-28,-4,3,1
WRN inhibitor,-9%[57.1 µM],4%,-10%,-3%,-10%,-1%,1%,1%
IL2 activator,-0.7,-1.9,-3.3,0.8,-0.5,-2.8,-1.2,0.4
DRD3 antagonist,-18,9,10,-11,-6,1,9,-26
HEK293 tox,-16%,-10%,-1%,-16%,4%,3%,-12%,4%

# Limited to GLP-1R inv ag, for two of the compounds above:
no.	molecule	GLP-1R inv ag
11	COc1ccc(Cc2nn3c(-c4cc(OC)c(OC)c(OC)c4)nnc3s2)cc1	0%
14	Cn1ccsc1=NC(=O)c1cc(S(=O)(=O)N2CCOCC2)ccc1F	21%

# Laid out differently: entries from further up
nr	structure	GLP-1R inv ag	GLP1R ag	D3 ag	PLK1 PBD inh	PI5P4K alpha inh	WRN inhibitor	IL2 activator	DRD3 antagonist	HEK293 tox
2	C/C(=N\NC(=S)NCc1ccccc1)c1ccccc1	?	?	-3	-21%	-1	-6%	-2.4	-28	?
3	CCNC(=O)CON=C1c2ccccc2-c2ccccc21	?	?	-12	-9%	24	22%	-2.4	-9	-12%
4	Oc1cccc(CN2CCN(c3ncc(Cc4ccccc4)cn3)CC2)c1	?	.	-11	-2%	-12	0%	-0.4	?	-7%
5	Fc1ccccc1CSc1nc2ncc(Br)cc2[nH]1	7%	-9%	-1	-9%	-2	-9%	0.4	0	-10%
6	Cc1ccc(C)c(-c2nnc(NC(=O)Cc3ccccc3)o2)c1	12%	-7%	6	-4%	5	6%	-1.1	13	1%
7	Cc1cc(C)n(C(=O)/C=C/c2cccs2)n1	-14%	20%	2	-6%	1	-16%	0.9	-3	4%
8	Cc1ccc(CNc2nc3ccccc3n2C)cc1	?	-5%	-4	-1%	-4	-12%	-1.8	16	10%
9	COc1ccc(/C=N\NC(=S)SCN2C(=O)C3CCC(C)(C2=O)C3(C)C)cc1 (stereo unspecified)	?	-6%	1	?	-20	-9%[57.1 µM]	-0.7	-18	-16%
10	Nc1cc(=O)nc(SCC(=O)NCc2ccccc2)n1CCc1ccccc1	11%	-18%	3	1%	-1	4%	-1.9	9	-10%
11	COc1ccc(Cc2nn3c(-c4cc(OC)c(OC)c(OC)c4)nnc3s2)cc1	0%	?	3	24µM*	-20	-10%	-3.3	10	-1%

# (next part)
# Letters – A = GLP-1R inv ag; B = GLP1R ag; C = D3 ag; D = PLK1 PBD inh; E = PI5P4K alpha inh; F = WRN inhibitor; G = IL2 activator; H = DRD3 antagonist; I = HEK293 tox
17. COc1ccccc1CN1CCNC(=O)C1CC(=O)NCCc1cnccn1 (stereo unspecified)
  A: 25% | B: 8% | C: -10 | D: -13% | E: -4 | F: 21% | G: -2.0 | H: -16 | I: .
18. CC1CCC(NC(=O)C(Cc2ccccc2)n2cccc2)CC1 (stereo unspecified)
  A: ? | B: -4% | C: -5 | D: -6% | E: 0 | F: -2% | G: 3.0 | H: 7 | I: 2%
19. CC1CN(C(=O)C(c2ccccc2)c2ccccc2)CC(C)O1 (stereo unspecified)
  A: 3% | B: -7% | C: 1 | D: 4% | E: 0 | F: -6% | G: 1.0 | H: 7 | I: -9%
20. CCc1ccc(C(=O)COC(=O)CCc2nc3ccccc3c(=O)[nH]2)cc1
  A: 13% | B: 4% | C: 2 | D: -4% | E: -9 | F: -4% | G: 0.9 | H: 10 | I: -7%
21. O=C(OCC(=O)N1CCN(C(=O)c2ccco2)CC1)c1ccc(Cl)cc1
  A: 2% | B: 3% | C: 5 | D: 2% | E: 3 | F: 2% | G: -0.7 | H: -18 | I: -10%
22. CCc1ccccc1N(CC(=O)N1CCN(c2ccccc2)CC1)S(C)(=O)=O
  A: -6% | B: -7% | C: 4 | D: ? | E: -4 | F: 8% | G: -2.4 | H: -28 | I: -11%
23. CCOc1cc(C(=S)N2CCCCC2)ccc1OCC(=O)NCc1ccccc1
  A: -7% | B: ? | C: 15 | D: ? | E: . | F: -2% | G: 1.2 | H: -13 | I: -23%
24. CCOc1ccc(CN2CCN(CC3CC3)CC2CCO)cc1 (stereo unspecified)
  A: -1% | B: 8% | C: -12 | D: -2% | E: 0 | F: 6% | G: 0.9 | H: -15 | I: -27%
25. Cc1c(Cl)cccc1NC(CC(=O)c1ccccc1)C(=O)O (stereo unspecified)
  A: -29% | B: -2% | C: -8 | D: -12% | E: 6 | F: ? | G: -1.3 | H: -28 | I: -15%
26. COc1cccc(-c2sc3ccccc3c2-c2ccc(OCCN3CCCC3)cc2)c1
  A: -37% | B: -4% | C: -26 | D: -8% | E: 24 | F: -4% | G: 0.0 | H: ? | I: -1%
27. CC(=O)Nc1cc(NC(C)=O)cc(C(=O)NC(C)(C)C)c1
  A: 15% | B: -9% | C: -7 | D: -5% | E: 3 | F: 7% | G: -1.9 | H: 0 | I: 4%

# From PubChem
